CHRM4 PAM: human M4 muscarinic receptor positive allosteric modulators, primary screen, CHO-K1 cells, Fluo-8 calcium fluorescence; CHO-K1 hM4/Gqi5, ACh EC20; 0% = ACh EC20, 100% = maximal ACh; activation, % at 3 µM; 360,000 tested, 0.4% active;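 active means activation above its plate's cutoff, the mean activation of sample wells plus 3 SD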; further: some results filed as inactive read as strong as hits
Target sequence (P08173 whole entry, looked up): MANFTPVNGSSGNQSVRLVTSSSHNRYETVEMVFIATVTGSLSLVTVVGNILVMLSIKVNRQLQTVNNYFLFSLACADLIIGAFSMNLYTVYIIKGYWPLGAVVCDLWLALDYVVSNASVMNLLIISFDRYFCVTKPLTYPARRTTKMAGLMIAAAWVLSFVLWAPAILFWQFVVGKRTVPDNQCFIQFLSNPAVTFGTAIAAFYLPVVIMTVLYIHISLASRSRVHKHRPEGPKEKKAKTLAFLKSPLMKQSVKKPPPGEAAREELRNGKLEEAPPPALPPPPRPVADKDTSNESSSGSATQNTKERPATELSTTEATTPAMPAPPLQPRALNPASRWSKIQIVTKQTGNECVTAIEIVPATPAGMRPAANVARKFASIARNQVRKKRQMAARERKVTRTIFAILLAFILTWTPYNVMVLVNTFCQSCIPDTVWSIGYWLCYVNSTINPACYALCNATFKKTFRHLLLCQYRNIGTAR
GalR3 antag: GalR3 antagonists in HEK293 cells, primary screen, cell-based, fluorescence readout; AID 651719, 2012; Galanin receptor type 3 (Homo sapiens), O60755; inhibition, % at 3 µM; HEK293 GalR3-CNG cAMP membrane potential fluorescence; galR3 body fused to GalR1 C-terminus; 360,000 tested, 0.44% active;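 active means inhibition above the screen-wide average plus 3 SD, cut at about 13% in these data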;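 further: forskolin and galanin both at EC90 stimulate the cells; cAMP rise reported by CNG channel membrane potential dye signal; 0% = forskolin plus galanin with DMSO and 100% = forskolin alone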
Target sequence (O60755 1-299 limits assumed): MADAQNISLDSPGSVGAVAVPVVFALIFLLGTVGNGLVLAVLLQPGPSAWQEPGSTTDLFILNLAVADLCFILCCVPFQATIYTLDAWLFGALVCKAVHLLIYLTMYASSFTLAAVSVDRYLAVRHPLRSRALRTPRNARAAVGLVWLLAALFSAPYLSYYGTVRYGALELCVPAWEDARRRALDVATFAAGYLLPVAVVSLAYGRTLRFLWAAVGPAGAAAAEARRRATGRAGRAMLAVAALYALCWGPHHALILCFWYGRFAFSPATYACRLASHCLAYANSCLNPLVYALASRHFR
Numbers without * were called inactive. These rows are one share of the data; rates above refer to the full screens.

SMILES | CHRM4 PAM | GalR3 antag
CCOC(=O)C1=CCN(S(=O)(=O)c2ccccc2Cl)C1c1cccc(Cl)c1 (stereo unspecified) | -8.3 | -5.0
CCCNC(=O)C1(C)CCN(Cc2cc3ccccc3o2)C1 (stereo unspecified) | 6.1 | -8.2
COc1ccc(S(=O)(=O)NC(=O)C2(C)CCN2C(=O)Cc2ccccc2Cl)cc1OC (stereo unspecified) | 3.8 | -4.6
COCCn1c(C(=O)N(C)C)cc2c1C[C@H]1CN(C(=O)c3ccccc3)[C@@](Cc3ccc(F)cc3)(C(=O)OC)[C@@H]21 | 5.9 | -5.5
NC(c1csc(Nc2ccc(C(=O)c3ccccc3)cc2)n1)C1CCCCC1 (stereo unspecified) | -6.2 | -2.2
COC(=O)C1=CN(c2ccc(C(C)(C)C)cc2)C(N)=C(C#N)C1c1ccccc1F (stereo unspecified) | -0.4 | -7.2
Cc1cc(C)n2c(NC3CCCCC3)c(-c3ccccn3)nc2n1 | -4.0 | -8.8
COCCN1C(=O)CCC1(C)C(=O)Nc1ccc2ccccc2c1 (stereo unspecified) | 0.2 | -5.1
CCOC(=O)/C=C/c1cc(F)ccc1O | 11.3 | -8.4
CC1=C(C(=O)N(C(C)C)C(C)C)CC(CC(=O)NCCCCc2ccccc2)C(=O)N1CCC1=CCCCC1 (stereo unspecified) | -3.4 | -4.9
CC(C)c1cc(Cn2c3ccccc3c(=O)n2C(C)Cn2cc(CCCC#N)nn2)on1 (stereo unspecified) | -4.3 | -2.1
Cc1cc2nc(-c3ccc(F)cc3)c(Cc3cccc(Cl)c3)n2c(C)c1Br | 4.9 | -5.0
CC1(C(=O)NCc2ccco2)Cc2c(-c3ccc(C(N)=O)cc3)ccnc2O1 (stereo unspecified) | 13.4 | -8.0
CCCCN(C=O)c1c(CC)nc2ccc(C(=O)N(CC)CCN(C)C)cn12 | -1.5 | 0.3
COc1ccc(-c2cnc3c(NC(C)=O)cc(-c4cccc(NS(C)(=O)=O)c4)cn23)cc1OC | -3.2 | 7.0
Cc1ccc2nc(-c3ccc(F)cc3)c(Cc3ccccc3C(F)(F)F)n2c1 | 4.8 | -9.3
O=C1NCCN1CCNc1nc(NCC2CC2)nc2cc(-c3ccccc3)sc12 | -10.4 | -7.5
NC(c1csc(Nc2cnccn2)n1)C1CCCCC1 (stereo unspecified) | 5.6 | -5.7
OCCN1CCN(c2cc(-c3ccc(CO)cc3)nc3ccnn23)CC1 | 2.8 | -5.6
O=C(NCc1ccccc1)C(C1CC1)n1c(Cc2cc(F)cc(F)c2)nc2ccccc21 (stereo unspecified) | -1.1 | -8.6
CCCNC(=O)C1(C)CCCN(Cc2ccc(C(F)(F)F)cc2)C1 (stereo unspecified) | -0.1 | -3.2
c1ccc(CCNc2cc(-c3ccc4ccccc4c3)nc3ccnn23)nc1 | -1.5 | -3.0
CCOC(=O)c1ccn(S(=O)(=O)c2ccc(C)cc2)c1-c1ccccc1 | -9.3 | -7.8
COc1ccc(CN2C(=O)CN(S(C)(=O)=O)CC2(C)C(=O)NC(C)C)cc1OC (stereo unspecified) | 15.6 | -5.3
O=C(NCc1ccccc1)C(c1ccccc1)n1c(C2CC2)nc2ccccc21 (stereo unspecified) | 4.0 | -2.2
O=C1NC[C@H](Cc2ccccc2)N(C[C@@H]2CCCN2C[C@H](Cc2ccccc2)N2C[C@H](Cc3ccccc3)N(CCc3ccccc3)C(=O)C2=O)C1=O | 9.4 | -2.8
CN(C)C(=O)c1cccc(-c2cnc3c(NC=O)cc(-c4ccccc4F)cn23)c1 | 1.6 | 0.5
Cc1ccc(S(=O)(=O)N2CCC(=O)N([C@H](COCc3ccc(C(F)(F)F)cc3)Cc3ccccc3)CC2)cc1 | -1.1 | -5.6
CCCc1nc2ccc(C)cn2c1Cc1ccccc1OC | -7.4 | -9.1
O=C(NC1CCCC1)C1c2ccccc2OCC(=O)N1Cc1ccccn1 (stereo unspecified) | 7.1 | -5.3

SMILES | CHRM4 PAM | GalR3 antag
COc1cc(C(O)c2nc(-c3ccc(F)cc3OC)cs2)ccc1F (stereo unspecified) | 1.6 | -1.6
CCCCN1CC(N2CCN(C3CCN(C)CC3)CC2)CS1(=O)=O (stereo unspecified) | -1.0 | 0.0
CCCCC[C@H](C)N1C[C@H](COCc2ccccc2)Oc2cc(N3CC[C@H](O)C3)ccc2S1(=O)=O | 2.9 | -6.4
CCCNC(=O)C1(C)CCCN(Cc2ccsc2)C1 (stereo unspecified) | 0.1 | 1.5
CC1(C(=O)Nc2cnc3ccccc3c2)CCN1Cc1ccc(OC(F)(F)F)cc1 (stereo unspecified) | -6.1 | -5.8
CC1=C(C(=O)N(C(C)C)C(C)C)CC(CC(=O)NC2CC2)C(=O)N1CCC1=CCCCC1 (stereo unspecified) | 2.6 | -9.3
c1ccc(OCCNc2ccn3nc(-c4ccccc4)cc3n2)cc1 | 3.3 | -0.7
O=C(OCc1ccccc1)N1CCC2CC1c1ccc(-c3cccc(F)c3)cc12 (stereo unspecified) | 1.5 | -6.8
COc1ccc(-c2cncc3nccn23)cc1OC | 9.8 | -1.6
CC(=O)NC(c1cccc(F)c1)c1nc(-c2cc(F)cc(Cl)c2)cs1 (stereo unspecified) | 0.1 | -0.1
COCCc1ccc(OC2(C)CCN(Cc3cccc(OC)c3OC)C2)cc1 (stereo unspecified) | -7.3 | -4.4
COc1cccc(C(NC(C)=O)c2nc(-c3ccncc3)cs2)c1 (stereo unspecified) | 11.3 | -6.8
Cc1cccc(C)c1NC(=O)C1c2ccccc2OCC(=O)N1Cc1cccnc1 (stereo unspecified) | 10.0 | -6.1
COc1cccc(-c2ccc3c(c2)N(Cc2cccc(F)c2)C(=O)C(C)S3)c1 (stereo unspecified) | 2.5 | -9.1
COc1ccc(OC)c(CN2C(=O)CCC2(C)c2nnnn2Cc2ccccc2)c1 (stereo unspecified) | 4.4 | -6.8
COc1ccc(-c2ccc(C(=O)N3CCN(C)CC3)c3occc23)c(C)c1 | 2.5 | -7.7
COc1cc(F)ccc1-c1cc(C(=O)NCC2CCCCC2)[nH]n1 | -1.1 | -2.5
CCCc1c(-c2cccc(F)c2)ncn1Cc1ccccc1OC | 1.2 | -7.7
Cc1ccc(C(O)c2ncc(-c3cccc4ccccc34)[nH]2)c(C)c1 (stereo unspecified) | -2.6 | -5.0
O=[N+]([O-])c1nccn1CC(O)CO (stereo unspecified) | 6.0 | 2.9
c1coc(-c2cc3nc(NC4CCCCC4)ccn3n2)c1 | -2.5 | 0.4
Clc1cccc(CNc2ccn3nc(-c4cccc(Cl)c4)cc3n2)c1 | 13.4 | -4.3
OC(c1ccc(F)c(F)c1)c1nc(-c2ccc3c(c2)OCO3)cs1 (stereo unspecified) | 2.4 | -6.0
CC(=O)NC(c1ccc(F)c(F)c1)c1nc(-c2cccc(C(=O)O)c2)cs1 (stereo unspecified) | 7.9 | 1.8
COC(=O)c1ccc2nc(-c3cccc(Cl)c3)c(Cc3ccccc3)n2c1 | -2.2 | -6.5
COc1cc(Cl)ccc1OC1(C)CCN(Cc2ccc(-c3ccccn3)cc2)C1 (stereo unspecified) | -11.4 | -1.7
CCOC(=O)[C@]12CCCC=C1N(Cc1ccc3c(c1)OCO3)C(=O)[C@H](CC(=O)N1CCC(c3ccccc3)CC1)C2 | -2.1 | -1.9
CCCCN(C=O)c1c(CC)nc2c(OCc3ccc(Cl)cc3Cl)cccn12 | -11.5 | -4.8
CCOC1=C2[C@H](c3ccccc3)N(S(=O)(=O)c3ccc(C)cc3)C(C(C)(C)C)[C@H]2C(C#N)(C#N)C(C#N)(C#N)C1 (stereo partly specified) | 2.4 | -4.8
CC(C)NC(=O)C1(C)CSCC(=O)N1CC(F)(F)F (stereo unspecified) | 10.8 | -7.9

Fetched one by one from the entries so far (3):
SMILES | CHRM4 PAM | GalR3 antag
CC(=O)NC(c1cccc(F)c1)c1nc(-c2cc(F)cc(Cl)c2)cs1 (stereo unspecified) | 0.1 | -0.1
COc1cc(F)ccc1-c1cc(C(=O)NCC2CCCCC2)[nH]n1 | -1.1 | -2.5
Cc1ccc(C(O)c2ncc(-c3cccc4ccccc34)[nH]2)c(C)c1 (stereo unspecified) | -2.6 | -5.0

Continued:
SMILES | CHRM4 PAM | GalR3 antag
NC(Cc1ccc(F)cc1)c1csc(NC(=O)NC(c2ccccc2)c2ccccc2)n1 (stereo unspecified) | 6.6 | -7.8
C=Cc1ccc(Cn2c(C)c(C(=O)NCc3cccc(C)c3)sc2=O)cc1 | -6.0 | -2.2
O=C(NCCN1CCC(n2c(=O)[nH]c3ccccc32)CC1)c1ccc(Cl)c(Cl)c1 | -6.8 | -6.1
CCN(CC)c1ncnc2c1ncn2[C@H]1CN(Cc2cc(OC)c(OC)c(OC)c2)C[C@@H](CO)O1 | -0.7 | 5.2
Cc1ccccc1Cn1c(C)c(C(=O)NCC(C)C)sc1=O | -4.0 | -2.1
Cc1ccc(C(O)c2ncc(-c3ccccc3F)[nH]2)c(C)c1 (stereo unspecified) | -6.5 | -4.7
N#Cc1ccc(C(=O)N2CCCC(c3cc(C(=O)NCc4cccnc4)no3)C2)cc1 (stereo unspecified) | 3.0 | -6.0
Cc1noc(C)c1-c1ccc(C(=O)N2CCN(C)CC2)c2occc12 | -2.7 | -6.8
COc1cccc(CNc2nc(NCc3ccccc3OC)nc3ccsc23)c1 | -6.5 | -10.6
COc1cccc(CNC(=O)[C@@H]2CCCN2C(=O)[C@H]2CCCCN2C(=O)c2ccccc2C)c1 | 5.3 | -4.2
CN(C)c1cccc(NC(=O)C2(C)Cc3c(-c4cccnc4)ccnc3O2)c1 (stereo unspecified) | 3.5 | -5.4
CC(CC(=O)Nc1ccc2c(c1)c(=O)n(C)n2Cc1ccc(F)cc1)c1ccccc1 (stereo unspecified) | -2.9 | -4.7
CCc1nc2c(OCC(=O)C(C)(C)C)cccn2c1N(C=O)Cc1ccccc1 | -3.4 | -6.1
CCCCNC(=O)C1(C)CCCCN1C(=O)c1cc2ccccc2s1 (stereo unspecified) | 2.8 | -7.9
COCc1cn(CC(C)n2c(=O)c3ccccc3n2Cc2cc(C(C)C)no2)nn1 (stereo unspecified) | 8.2 | -3.3
COc1ccc(NC(=O)C2Cc3c(-c4ccc(Cl)cc4)ccnc3O2)cn1 (stereo unspecified) | -0.7 | -6.6
COc1ccc(-c2ccc(C(=O)Nc3cccc(C(C)=O)c3)c3occc23)c(C)c1 | -6.2 | -1.3
CCOC(=O)C1CCCN(C(=O)c2ccc(F)c(C)c2)CC1 (stereo unspecified) | 10.5 | 4.7
CC(C)(C)NC(=O)C1(C)CCC(=O)N1CCCn1ccnc1 (stereo unspecified) | -0.8 | 2.4
CCc1ccc([C@H]2[C@@H]3C(=O)C[C@@H]4C(=O)N(Cc5ccccc5)C(=O)[C@@H]4[C@@H]3CN2S(=O)(=O)c2ccc(C)cc2)cc1 | -13.5 | -5.0
CC1(c2nc3ccccc3[nH]2)CCC(=O)N1Cc1cccs1 (stereo unspecified) | -5.8 | -4.7
Cc1cccc(C)c1NC(=O)Nc1nnc([C@H]2C[C@H](O)[C@@H](CO)O2)s1 | 1.5 | -4.3
COCCCNC(=O)C[C@@H]1C[C@@]2(C(=O)OC)CC(C)(C)CC=C2N(Cc2cccc3ccccc23)C1=O | 2.3 | 0.3
O=C(NCc1ccccc1)C(c1ccc(C(F)(F)F)cc1)n1c(=O)c(-c2ccco2)nc2ccccc21 (stereo unspecified) | -0.9 | -8.1
Cc1ccc(NC(=O)C2(C)CCN2C(=O)c2ccccc2CCc2ccccc2)cc1C (stereo unspecified) | -9.6 | -7.4
COc1ccc(N2c3ccccc3CN(Cc3ccccc3)[C@@H](C)[C@H]2Cc2c(C)cccc2C)cc1 | 8.8 | -4.2
CCCCNC(=O)c1nc(C2CCN(S(=O)(=O)c3ccc(Cl)cc3)CC2)oc1-c1ccccc1 | 5.7 | -6.5
Oc1ccc(C[C@H]2CN([C@@H](Cc3cccc(O)c3)CN3CCC[C@@H]3CN3C(=S)NC[C@@H]3Cc3ccccc3)C(=S)N2CC2CCCCC2)cc1 | -4.6 | -5.2
O=C(NCc1cccs1)c1ccc2sc(C3=C[C@@H](O)[C@@H](O)[C@@H](CO)O3)nc2c1 | 4.1 | -1.9
N=C(N)n1ncc2c1CCCC2=O | 10.7 | -7.6

SMILES | CHRM4 PAM | GalR3 antag
CC(N)c1csc(Nc2nncc3ccccc23)n1 (stereo unspecified) | -0.8 | -3.8
CCCNC(=O)C1(C)CCN1C(=O)c1ccc(C(C)(C)C)cc1 (stereo unspecified) | -1.1 | -3.5
CCC(=O)N1CCC1(C)C(=O)Nc1ncc(C)s1 (stereo unspecified) | 19.3* | -2.5
COc1cccc(C(O)c2nc(-c3cccc(NC(C)=O)c3)cs2)c1 (stereo unspecified) | -1.4 | -1.6
c1ccc(COc2cccc(-c3cc4nc(NCc5ccc6c(c5)OCO6)ccn4n3)c2)cc1 | 2.2 | -6.3
CC(=O)Nc1cccc(-c2cc(NC(C)=O)c3ncc(-c4ccc(F)cc4)n3c2)c1 | -3.7 | 4.6
COc1ccc(CN2C(=O)CCC2(C)c2nnnn2-c2c(C)cccc2C)cc1 (stereo unspecified) | -0.3 | -8.0
CCCCOc1ccc(S(=O)(=O)NC(=O)C2(C)CCN2C(=O)Cc2cccs2)cc1 (stereo unspecified) | 2.4 | 0.5
Cc1nc2c(OCc3ccc(C#N)cc3)cccn2c1N(C)C(=O)CCC1CCCC1 | -15.2 | -4.7
CN(C)CCNC(=O)C1(C)Cc2c(-c3cccc(C(F)(F)F)c3)ccnc2O1 (stereo unspecified) | 6.4 | -5.6
CCC(=O)N1CCC1(C)C(=O)NS(=O)(=O)c1cccc(C#N)c1 (stereo unspecified) | 5.4 | -2.5
CN(Cc1ccc(Cl)cc1)C(C(=O)NC1CCCCC1)c1cc2ccccc2o1 (stereo unspecified) | 14.2 | -7.6

Screening results as filed in PubChem.
